CYP2C19 inh – blocks human cytochrome P450 2C19 | inhibition, % at 5 µM | hit rate 21% among 96,000 | AID 778 | CYP2C19 Supersomes, luciferin-H EGE luminescence, 30 min | P33261;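 active = CYP2C19 inhibition above a set limit at 5 µM in the primary screen, cut at about 50% in these data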;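 note: plate controls were negative control wells for no effect and 2.5 mM tranylcypromine positive control for full effect; values of inactives mirror those of a sister screen read the other way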
Ecoli WT expand – growth inhibitors of E. coli BW25113 wild type; OD600 absorbance; growth inhibition, % at 100 µM; hit rate 0.15% among 98,000; AID 710;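 active = growth inhibition above about 50% at one test dose, limit read from the data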;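 note: growth measured after 20 h incubation at 37 °C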
Pyk2 oligo antag – blocks oligomerization of human Pyk2 in cells; Q14289; Q293 cells, Pyk2 FERM NanoBiT luminescence; hits give low values; z-score (the deposit names both 25 µM and 10 µM); hit rate 0.83% among 99,000; AID 1347419;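 active = Z-score of -3 or lower, scaled per plate to the spread of control and sample wells; inactive = z-score above -3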;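 note: negative z-score means lost luminescence so less FERM oligomerization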
CYP2C9 activ – increases human cytochrome P450 2C9 activity; P11712; recombinant CYP2C9, luciferin-H conversion, luminescence; hits give high values; factor 1 = untreated enzyme, 0 = blocked; activation factor at 5 µM; hit rate 1.4% among 96,000; AID 1024;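 active = activation factor of 2 or more for CYP2C9 at a 5 µM dose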;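 note: 0 = sulfaphenazole-blocked wells and 1 = vehicle-only wells; values of inactives mirror those of a sister screen read the other way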
Target sequence (P11712 whole entry, looked up): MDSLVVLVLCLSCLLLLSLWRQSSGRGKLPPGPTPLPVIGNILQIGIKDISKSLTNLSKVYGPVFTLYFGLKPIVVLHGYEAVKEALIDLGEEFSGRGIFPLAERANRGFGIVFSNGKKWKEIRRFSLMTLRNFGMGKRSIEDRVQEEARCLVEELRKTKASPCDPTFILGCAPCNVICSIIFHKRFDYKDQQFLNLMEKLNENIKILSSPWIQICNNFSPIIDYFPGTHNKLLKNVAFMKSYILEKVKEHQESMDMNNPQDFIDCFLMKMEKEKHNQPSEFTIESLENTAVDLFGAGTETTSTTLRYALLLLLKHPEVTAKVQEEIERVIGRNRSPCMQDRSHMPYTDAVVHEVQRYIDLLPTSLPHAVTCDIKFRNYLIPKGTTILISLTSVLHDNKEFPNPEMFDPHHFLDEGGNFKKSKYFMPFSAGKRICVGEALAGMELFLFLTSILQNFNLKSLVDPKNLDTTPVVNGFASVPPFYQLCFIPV
EphB4 ephrin blk – antagonists of human EphB4-ephrin-B2 interaction; P54760; EphB4 LBD / TNYL-RAW-Alexa532 peptide, fluorescence polarization; inhibition, % at 7 µM; hit rate 0.15% among 97,000;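 active = inhibition above the screen-wide mean inhibition plus 3 SD, cut at about 15% in these data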;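 note: 0% = DMSO wells and 100% = excess unlabeled TNYL-RAW peptide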
CYP2C9 inh – human CYP2C9 inhibition; CYP2C9 Supersomes, luciferin-H conversion, luminescence; hit rate 20% among 96,000; inhibition, % at 5 µM; P11712;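 active = blocking of liver enzyme CYP2C9 beyond about 50% at 5 µM, limit read from the data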; note: values of inactives mirror those of a sister screen read the other way
PLAP activator – activates human placental alkaline phosphatase | purified PLAP enzyme, luminescent substrate read-out; hits give high values | activation fold at 20 µM | AID 696 | P05187 | hit rate 1.2% among 96,000; in the data active = activation fold above about 2
Target sequence (P05187 whole entry, looked up): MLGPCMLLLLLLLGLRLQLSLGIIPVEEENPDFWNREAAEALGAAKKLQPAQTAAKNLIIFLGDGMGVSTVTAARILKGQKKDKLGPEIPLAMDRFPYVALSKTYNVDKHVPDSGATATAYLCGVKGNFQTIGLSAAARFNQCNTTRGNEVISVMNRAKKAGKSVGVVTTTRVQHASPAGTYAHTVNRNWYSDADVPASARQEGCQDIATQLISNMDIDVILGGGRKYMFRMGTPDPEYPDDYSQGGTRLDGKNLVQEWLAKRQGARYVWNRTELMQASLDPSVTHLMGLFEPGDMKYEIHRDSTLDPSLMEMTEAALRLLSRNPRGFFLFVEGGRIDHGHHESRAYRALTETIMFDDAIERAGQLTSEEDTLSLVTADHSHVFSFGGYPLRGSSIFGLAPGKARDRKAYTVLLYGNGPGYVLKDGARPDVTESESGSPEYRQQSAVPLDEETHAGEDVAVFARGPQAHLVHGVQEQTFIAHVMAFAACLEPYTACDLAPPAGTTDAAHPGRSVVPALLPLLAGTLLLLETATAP
PostGolgi yeast – growth inhibition of a yeast mutant, post-Golgi transport screen. post-Golgi transport phenotypic cell assay. inhibition, % at 10 µM. hit rate 0.9% among 98,000; in the data active = inhibition above about 30%;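 note: yeast cells grown in 1536-well plates; yeast grown about 18 h at 30C before absorbance read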
CYP2C19 activ – cytochrome P450 2C19 (human) activation; 96,000 tested, under 10 active; AID 1025; activation factor at 5 µM; recombinant CYP2C19, luciferin-H EGE luminescence; hits give high values; 0 = fully inhibited enzyme, 1 = untreated enzyme;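 active = activation factor of at least 2 at 5 µM in the primary screen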;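 note: 0 = wells with 2.5 mM tranylcypromine and 1 = vehicle-only wells; values of inactives mirror those of a sister screen read the other way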
An asterisk follows results filed as active; . = no result given.

SMILES	CYP2C19 inh	Ecoli WT expand	Pyk2 oligo antag	CYP2C9 activ	EphB4 ephrin blk	CYP2C9 inh	PLAP activator	PostGolgi yeast	CYP2C19 activ
NC(=O)c1ccc(NC(=O)CCCN2C(=O)c3ccccc3C2=O)cc1	-4	-9	-0.13	0.8	5	24	0.9	4	1
Cc1cc2cc(OCC(=O)O)ccc2n1C	.	-29	-0.71	.	-1	.	.	0	.
COCCCn1c(-c2ccccc2Cl)n[nH]c1=S	42	6	1.7	1	-7	0	1.1	-4	0.6
COc1cccc(-n2c(SCC(N)=O)nnc2-c2ccncc2)c1	26	6	0.34	1	-1	-4	1	5	0.7
COC(=O)c1cc(=O)n(Cc2ccc3c(c2)OCO3)c(=Nc2ccccc2)s1	17	-8	.	0.3	.	68*	1.2	-1	0.8
Cc1ccc(S(=O)(=O)/N=C2\C(=O)c3ccccc3C([O-])=C2n2cc[n+](CCC(C)C)c2)cc1	22	4	0.51	0.5	1	53*	1	5	0.8
Cc1occc1C(=O)Nc1nnc(C2CCCCC2)s1	-4	-8	-1.6	1	.	1	1	7	1
COC(=O)CSc1nc(N)c(NC(=O)c2ccc(OC)c(OC)c2)c(=O)[nH]1	0	-7	.	1.1	-2	-9	0.9	-6	1
COc1ccccc1OCC(=O)Nc1ccccn1	10	4	1.6	1	.	5	0.9	-3	0.9
COc1cc2c(cc1OC)C(=O)CC(C)S2 (stereo not drawn)	1	2	-0.12	1.2	-1	-24	1	-10	1
COc1ccc(/C(N)=N/OC(=O)c2cccc([N+](=O)[O-])c2)cc1OC	4	-1	0.61	1.2	1	-20	0.8	-2	1
O=C1C=C(N(CCO)CCO)C2(CCCCC2)O1	-16	0	0.94	1.2	6	-16	1	-4	1.2

An excerpt from above, showing only Pyk2 oligo antag and PLAP activator:
mol	Pyk2 oligo antag	PLAP activator
Cc1cc2cc(OCC(=O)O)ccc2n1C	-0.71	.
COCCCn1c(-c2ccccc2Cl)n[nH]c1=S	1.7	1.1
COc1cccc(-n2c(SCC(N)=O)nnc2-c2ccncc2)c1	0.34	1

Looked up one by one from above:
SMILES	CYP2C19 inh	Ecoli WT expand	Pyk2 oligo antag	CYP2C9 activ	EphB4 ephrin blk	CYP2C9 inh	PLAP activator	PostGolgi yeast	CYP2C19 activ
COc1ccc(/C(N)=N/OC(=O)c2cccc([N+](=O)[O-])c2)cc1OC	4	-1	0.61	1.2	1	-20	0.8	-2	1
Cc1ccc(S(=O)(=O)/N=C2\C(=O)c3ccccc3C([O-])=C2n2cc[n+](CCC(C)C)c2)cc1	22	4	0.51	0.5	1	53*	1	5	0.8

Remaining list, next part
SMILES	CYP2C19 inh	Ecoli WT expand	Pyk2 oligo antag	CYP2C9 activ	EphB4 ephrin blk	CYP2C9 inh	PLAP activator	PostGolgi yeast	CYP2C19 activ
CCC(C)[C@H](NC(=O)NCc1ccccc1)C(=O)O (stereo partly drawn)	-2	5	0.32	1	3	-2	1.1	-2	1
C=CCNc1sc(C(=O)c2ccccc2)c(N)c1-c1nc2ccccc2s1	9	-21	-0.05	0.6	5	43	1	-5	0.9
COC(=O)C(F)(F)Sc1c(C)[nH]c2ccccc12	.	2	0.79	.	-3	.	.	-2	.
Cc1cc2c(c(=O)n1Cc1ccco1)C(c1cccnc1)C(C#N)=C(N)O2 (stereo not drawn)	14	7	0.61	0.3	1	66*	0.8	-3	0.9
COc1ccc(C2=NOC(C(=O)N3CCCCCC3)C2)cc1OC (stereo not drawn)	-1	-4	0.28	1.1	-3	-5	1	-5	1
CCOC(=O)CSc1nnc(C)c(=O)[nH]1	-13	-9	0.24	1.1	-1	-10	0.8	2	1.1
COc1ccc(N(CC(=O)NCCSC2CCCCC2)S(C)(=O)=O)c(OC)c1	22	6	0.54	1.9	-4	-91	1.9	4	0.8
CC(O)CCc1nc2ccc(C(=O)O)cc2[nH]1 (stereo not drawn)	-5	-1	-0.76	1.1	2	-8	1	10	1.1
CCOC(=O)C1CN(S(=O)(=O)c2cccc(C(F)(F)F)c2)c2cc(CC(=O)OC)ccc2O1 (stereo not drawn)	79*	8	-0.07	0.4	9	60*	1.3	13	0.2
COc1ccc(CNC(=O)c2c(O)c3cccc4c3n(c2=O)CCC4)cc1	3	-3	-0.17	1	-3	5	1.1	0	1
Oc1ccc(N=Nc2c(O)ccc3ccccc23)cc1	-4	2	-2.7	0.8	-5	22	0.6	4	1
Nn1c(-c2cccs2)nc2sc3c(c2c1=O)CCCC3	81*	-10	-0.34	0	-11	100*	1.4	11	0.2
COc1ccc(-c2nc(NC(=O)CSc3nnc4ccccn34)ns2)cc1	5	4	.	0.8	-3	16	1	-5	1
Cc1cc(C(F)(F)F)nc(NCc2ccc(F)cc2)n1	18	9	-1.2	0.8	3	17	0.9	2	0.8
O=C(N/N=C\c1ccc(-c2ccccc2[N+](=O)[O-])o1)C1COc2cc3ccccc3cc2O1 (stereo not drawn)	41	-12	0.88	0.5	-3	53*	1.2	-2	0.6
CC(C)CN1C(=O)NC(NC(=O)c2ccco2)(C(F)(F)F)C1=O (stereo not drawn)	56*	5	0.41	0.8	-5	16	1.4	1	0.4
O=C(Nc1ccc(S(=O)(=O)N2CCCCC2)cc1)c1ccncc1	99*	2	0.96	0	1	98*	1.1	3	0
O=C(NC1CC1)C1CCN(c2ccc(S(=O)(=O)N3CCOCC3)cc2)CC1	-2	0	0.43	0.3	-3	74*	1.1	5	1
c1coc(CNC2C3CC4CC(C3)CC2C4)c1 (stereo not drawn)	11	1	0.05	0.9	4	13	0.7	-16	0.9
CC(=O)Nc1ccccc1-c1nc2ccccc2nc1OCC(=O)c1ccc2ccccc2c1	20	-13	-2.3	0.3	-4	68*	1.4	3	0.8
CCc1ccc2c(Cl)c(C(=O)N/N=C/c3c[nH]c4ccccc34)sc2c1	41	-7	0.23	0.5	-5	47	1	1	0.6
CCOc1ccc2[nH]c(=O)c(CN(Cc3ccc(F)cc3)C(=O)N3CCCC3)cc2c1	2	7	-1.1	1.1	5	-13	0.9	-2	1
COCCN(C(=O)Cn1nnc2ccccc21)C(C(=O)NC1CCCC1)c1cc(OC)ccc1OC (stereo not drawn)	20	1	0.9	0.9	4	7	1.7	-6	0.8
CC1=C(C(N)=O)C(c2ccccc2F)NC(=O)N1 (stereo not drawn)	-4	-3	0.42	0.5	0	53*	1	23	1
Cc1ccc(C2CC(=O)N3CN(c4ccc(Br)cc4)CSC3=C2C#N)o1 (stereo not drawn)	90*	18	-0.26	0	3	98*	1	-8	0.1
Cc1ccc(-n2ncc(C#N)c2/N=C/N2CCOCC2)cc1	85*	-2	0.03	0.4	-4	65*	0.8	23	0.1
O=C(Nc1ccc(Br)cc1)c1ccc(N2C(=O)C3CC=C(Cl)CC3C2=O)cc1 (stereo not drawn)	13	-6	-0.81	0.3	-9	74*	0.8	2	0.9
COC(=O)CN(c1ccccc1F)S(=O)(=O)c1ccccc1	21	5	0.43	0.5	.	45	1	5	0.8
C/C(CC(=O)Nc1ccc(OCc2ccccc2)cc1)=N\NC(=O)C(=O)Nc1ccc(C)c(Cl)c1	2	1	0.32	0.9	-10	15	1	5	1
CC(C)(C)c1ccc(S(=O)(=O)Nc2cccnc2)cc1	62*	-6	0.48	0.9	3	14	1.1	-3	0.4
COc1cccc(NS(=O)(=O)c2ccc3[nH]cc(C(=O)N(C)Cc4ccco4)c(=O)c3c2)c1	48	4	2.5	0.3	-3	71*	1.4	-4	0.5
CNC(=O)COC(=O)c1cc(=O)[nH]c2ccccc12	13	-6	-0.28	0.9	-3	8	1.1	-8	0.9
O=C(COC(=O)C1CC(=O)N(c2ccccc2)C1)c1ccccc1 (stereo not drawn)	19	4	.	0.8	-8	22	0.8	14	0.8
COC(=O)c1ccc(C(C(=O)NC2CCCCC2)N(C(=O)Cc2cccs2)C2CC2)cc1 (stereo not drawn)	19	-9	-0.63	0.8	5	18	0.8	-9	0.8
CCCSCCCNC(=O)Cn1cc2c(n1)CCC(C)C2 (stereo not drawn)	51*	8	.	0.5	2	47	1.3	4	0.5
Cc1[nH]nc(-c2ccc(O)cc2O)c1Oc1ccccc1	100*	15	-2.4	0	.	99*	1.7	-1	0
CC1(C)Cc2c(ccc3ccccc23)-c2nnc(-c3cccnc3)n21	-8	-7	-0.5	1.3	-5	-32	1.1	9	1.1
COc1cc(NS(=O)(=O)c2ccc3c(c2)oc(=O)n3C)cc(OC)c1OC	46	3	.	0.3	-11	71*	0.8	2	0.5
O=C(Nc1cnccn1)c1cccs1	-10	-2	-0.13	1.1	.	-9	1	8	1.1
CCOC(=O)c1cccc(NS(=O)(=O)c2c(C)[nH]c(=O)[nH]c2=O)c1	9	1	1.9	0.8	-4	20	1.1	-6	0.9
CS(=O)(=O)N1CCc2cc(C(=O)OCC(=O)c3ccccc3)ccc21	-11	-6	-0.31	1.1	3	-10	0.9	9	1.1
CCC1(CC)NC(=O)N(CC(=O)NCc2ccc3c(c2)OCO3)C1=O	20	-3	-1.1	0.6	-4	36	1	4	0.8
C=CCn1c(Sc2nnc(C)s2)nc2c1c(=O)[nH]c(=O)n2C	9	-4	0.61	0.8	-8	19	0.8	11	0.9
COc1ccccc1OCCCc1c(C)n[nH]c1C	67*	9	1.4	0.9	-5	6	1.4	109*	0.3
Oc1ccc2ccccc2c1/C=N/c1nccs1	-15	6	0.51	1.2	0	-19	1.1	3	1.2
Cn1c(=O)c2c3c(sc2n2c(SCC(N)=O)nnc12)CC(C(C)(C)C)CC3 (stereo not drawn)	58*	6	-0.05	0.9	-2	14	1.5	3	0.4
COc1ccc(C(c2sc3nc(C)nn3c2O)N2CCc3ccccc3C2)cc1 (stereo not drawn)	47	-2	.	0.7	.	27	1.9	-12	0.5
COc1ccc(S(=O)(=O)N(CCc2ccccc2)CC(=O)O)cc1	53*	4	0.87	0.4	-8	65*	1.7	6	0.5
O=C(COC(=O)c1ccc2c(c1)OCCO2)NCc1ccccc1	7	4	0.83	1.1	5	-9	0.9	-8	0.9
COc1ccc(OC)c(NC(=O)C2CCCN2C(=O)OCc2ccccc2)c1 (stereo not drawn)	97*	2	-0.42	0.4	.	62*	1.6	3	0
O=C(CC1NCCNC1=O)Nc1ccc(Oc2ccccc2)cc1 (stereo not drawn)	-1	6	0.95	1	-7	2	1	12	1
CN(C)CCOCCSc1ccc(Cl)cc1	13	7	0.41	0.9	-6	6	0.9	-1	0.9
CCC(NS(=O)(=O)c1c(C)[nH]c(=O)[nH]c1=O)C12CC3CC(CC(C3)C1)C2 (stereo not drawn)	-2	6	-0.89	0.8	.	23	0.6	-2	1
CC(C)(C)NC(=O)CN(Cc1cccnc1)C(=O)c1csnn1	28	6	0.22	0.9	2	10	0.9	6	0.7
O=c1cc(N2CCc3ccccc3C2)[nH]c(=O)n1-c1ccc(Cl)cc1	7	-6	-0.56	0.9	-3	6	1	7	0.9
CCc1nnc(NC(=O)CSc2nnc(-c3ccoc3C)n2-c2ccc(C)cc2)s1	64*	3	-0.38	0.3	6	66*	1.8	21	0.4
CC(=O)c1cccc(NC(=O)N2CCCC2C(=O)NCc2ccc(C)cc2)c1 (stereo not drawn)	48	2	1.1	0.7	-6	31	1.2	-4	0.5
CC1=C(C(=O)Nc2ccc(F)cc2)C(c2ccncc2)C2=C(CCCC2=O)N1 (stereo not drawn)	.	-13	-0.11	.	-2	.	.	6	.
O=C(CSc1nnc(CNc2ccc(F)cc2)o1)OC1CCCCC1	-2	0	0.14	0.9	1	5	1	-3	1
CC(C)Cn1c(-c2cccs2)nc2nc3ccccc3nc21	6	3	-1.9	0.7	-2	26	1.1	-1	0.9
O=C1/C(=C\c2ccc(-c3ccccc3Cl)o2)SC(=S)N1CC1CCCO1 (stereo not drawn)	-11	-14	-0.25	1.2	-9	-18	1.2	-1	1.1
CC(=O)c1ccc(NC(=O)CSc2nnc(-c3ccoc3C)n2Cc2ccccc2)cc1	21	3	-0.87	0.7	-4	34	0.8	-6	0.8
